Screening data deposited in PubChem by several laboratories.
CSM14.1 death rescue = rescue of cells from ER stress-induced death, primary screen, 384-well, CSM14.1, thapsigargin, ATP luminescence (AID 1222) | CSM14.1 thapsigargin-induced death rescue, ATP luminescence; higher % means a stronger effect | one-dose cellular ATP content (survival), % at 20 µM; EC50 in µM for titrated hits | 190,000 tested, under 10 active;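 active = EC50 below 50 µM in the dose-response confirmation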;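 also: death triggered by thapsigargin at about 15 µM added after 2 h compound pretreatment; cell ATP read after overnight thapsigargin exposure of roughly 18 to 22 hours; normalized against plate controls of thapsigargin alone and 5% DMSO vehicle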
XIAP displacement = XIAP antagonists, biochemical, IAP family, fluorescence polarization (AID 1018). E3 ubiquitin-protein ligase XIAP (Homo sapiens). XIAP BIR domain, fluorescence polarization peptide displacement; higher % means a stronger effect. one-dose displacement, % at 20 µM; IC50 in µM for titrated hits. 200,000 tested, 0.007% active; in the data active = displacement above about 50%; also: a part of the inactive calls stands beside numbers as strong as those of hits
Dynein cargo inh = inhibitors of GR-EGFP nuclear translocation, primary screen, dynein cargo transport inhibitor project, imaging, high-content, 3617.4 mouse cells. z-score, hits read low. AID 1381, 2008. 220,000 tested, 0.47% active. test concentration mostly 20 µM; stimulated with dexamethasone, 1 µM; active compounds read low;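 active = plate z-score of nuclear minus cytoplasmic receptor signal below a set negative limit, without overly bright fluorescence or cell loss, cut at about -3.5 in these data, passing the limit was not always enough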;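 also: z-score of nuclear minus cytoplasmic ring GR-EGFP intensity difference per well; some compounds called inactive have numbers as strong as hits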
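Buffer or medium – tet-free medium with charcoal-stripped serum · Signal – automated 10x imaging of fixed Hoechst-stained cells · Also added – dexamethasone agonist, 1.0 µM final, for 30 min · Incubation – induction 48 h, compound 1 h, agonist 30 min · Read-out – GR-EGFP nuclear translocation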
Lipid droplet = inhibitors of hepatocyte lipid droplet formation, primary screen, imaging, high-throughput imaging, BODIPY stain; AML12 mouse hepatocytes, oleate lipid droplets; inhibition, % at 6.5 µM; 240,000 tested, 0.4% active;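 active = lipid droplet intensity inhibited by at least 50%, with more than 500 cells counted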
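Material – AML12 mouse liver cells · Also added – oleate loading, 100 µM · Compound dosing – 6.5 µM single-point dosing · Times – overnight treatment with compound plus oleate · Measured by – fluorescence imaging, 20x objective, two fields per well · Read-out – percent inhibition of filter-corrected integrated lipid droplet intensity per well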
MT stabilizer = microtubule stabilizers in HeLa cells, primary screen, imaging, high-content imaging; 200,000 tested, 0.83% active; AID 2205, 2009; % tubulin-high responders, % at 10 µM; HeLa tubulin immunostaining HCS, 24 h; share of cells brighter than vehicle mean+2SD;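 active = plate Z-score above 3 for both tubulin-high and condensed-nucleus cell shares, with cell loss under 80%, at 10 µM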;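 also: anti alpha tubulin signal scored within the nucleus-defined area of each cell; some results filed as inactive read as strong as hits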
b-catenin transl = modulators of beta-catenin nuclear translocation, primary screen, imaging, HeLa cells, immunofluorescence, high-content; nuclear translocation activity, % at 5 µM; 190,000 tested, 0.3% active;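 active = nuclear translocation activity above 50% at 5 µM, with a well cell count of 50 or more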;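 also: per-cell ratio of nuclear to cytoplasmic median beta-catenin stain intensity; plate controls were DMSO negative control for no effect and GSK-3 inhibitor IX positive control for full effect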
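Signal – beta-catenin immunofluorescence imaging with DAPI · Test system – human HeLa cell line · Dosing – 5 µM primary single dose, 0.1% DMSO, 0.02–20 µM confirmation series · Measure – % activation, nuclear-to-cytoplasmic median beta-catenin signal ratio per cell · Incubation – 24 h compound exposure at 37°C, 5% CO2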
Autophagy HCS = autophagy modulators in MEF cells, primary screen, imaging, high-content, MEF GFP-LC3 | 190,000 tested, 0.98% active | MEF GFP-LC3 puncta imaging; test concentration mostly 10 µM | calls only at 10 µM (by protocol);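 active = percentage of spot-positive cells more than 3 SD above its plate mean, without a fluorescence outlier flag or 80% toxicity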;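 also: spot-positive cell cutoff set from DMSO-treated cells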
Insulin prom up = insulin promoter activators in MIN6 cells, imaging, high-content screening, mouse beta cells. AID 1625, 2009. MIN6 insulin promoter-GFP reporter; active compounds read high. z-score at 5 µM. 190,000 tested, 0.3% active;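 active = z-score above 3 at 5 µM with at least 500 cells counted in the well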
WT yeast gro inh = growth inhibition of WT strain, primary screen, mitochondrial fusion inhibitor project, WT and mutant strains, chemical genetic; 190,000 tested, 2.1% active; inhibition, % at 10 µM; mitochondrial fusion phenotypic screen; in the data active = inhibition above about 58%; tested in S. cerevisiae
WT yeast gro inh mutant strain = also measured in WT yeast gro inh; calls as there; inhibition, %; mitochondrial fusion phenotypic screen, mutant strain inhibition
Dynein cargo inh cytoplasmic EGFP = recorded beside Dynein cargo inh, whose call it bears; z-score; measured here: cytoplasmic GR-EGFP intensity; active compounds read high
Dynein cargo inh nuclear GR-EGFP = recorded beside Dynein cargo inh, whose call it bears; z-score; measured here: nuclear GR-EGFP intensity;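 lower value marks the stronger effect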
Dynein cargo inh cell count = further read-out of Dynein cargo inh, marked with its call; z-score; measured here: cell count per field
Insulin prom up cell count = second read-out of Insulin prom up, no call of its own (marks repeat the call); cell count; measured here: cytotoxicity, nuclei count;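 total cells summed across four imaged fields per well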
Lipid droplet cells 6.5 µM = second read-out of Lipid droplet, no call of its own (marks repeat the call); cell count; measured here: cell count, cytotoxicity flag;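 cells counted across two imaged fields per well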
b-catenin transl cell count 5 µM = recorded beside b-catenin transl, whose call it bears; cell count; measured here: cell count, cytotoxicity flag
MT stabilizer Hoechst-high % = also measured in MT stabilizer; calls as there; % Hoechst-high responders; measured here: nuclear condensation Hoechst responders;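 share of cells brighter than vehicle mean plus two SD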
MT stabilizer cytotoxicity % = recorded beside MT stabilizer, whose call it bears; toxicity, %; measured here: cytotoxicity by cell density;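 0% = mean cell density of plate MIN control wells and 100% = no cells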
Autophagy HCS cell loss 18 h = recorded beside Autophagy HCS, whose call it bears; toxicity, %; measured here: cell loss, nuclei count;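 cell loss after 18 h compound exposure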
* marks the source's active call; other numbers are inactive results; i = inactive; · = not tested or not shown.

SMILES	Dynein cargo inh cytoplasmic EGFP	MT stabilizer cytotoxicity %	Autophagy HCS	CSM14.1 death rescue	Insulin prom up	MT stabilizer	Dynein cargo inh nuclear GR-EGFP	Insulin prom up cell count	Lipid droplet	Dynein cargo inh cell count	MT stabilizer Hoechst-high %	Autophagy HCS cell loss 18 h	b-catenin transl	WT yeast gro inh	b-catenin transl cell count 5 µM	Dynein cargo inh	Lipid droplet cells 6.5 µM	WT yeast gro inh mutant strain	XIAP displacement
O=[N+]([O-])c1cc(C(F)(F)F)ccc1NCCCCNS(=O)(=O)c1ccc(Cl)cc1	0.196	5.5	i	-0.9%	-0.43	1.7	-0.217	1125	-32.6	-0.097	4.0	11.9	-1.4	-7.1	933	-0.168	633	-21.5	-2.3%
Cc1ccc(CSCc2nnc(SCC(=O)N3CCN(c4ccccc4)CC3)n2C)cc1	-0.254	3.1	i	2.0%	·	1.3	-0.585	·	11.5	0.254	1.4	10.9	·	12.0	·	-1	800	-11.2	-9.6%
Cc1nn(CCC(=O)NNC(=S)Nc2ccc([N+](=O)[O-])cc2)c(C)c1[N+](=O)[O-]	-0.186	0.8	i	-1.5%	-0.52	2.3	-0.231	1596	-1.7	-0.0592	2.5	14.4	-2.3	1.4	924	-0.216	681	8.7	-4.3%
CCOC(=O)N1CCN(C(=O)c2nn(-c3ccc(C)cc3)c(=O)c3c2c2ccccc2n3C)CC1	-0.198	3.8	i	0.9%	-0.85	4.2	0.347	1257	-12.9	0.255	2.5	-3.9	-1.4	2.5	1119	-0.333	738	-1.8	25.7%
CCCCNC(=O)Nc1nnc(SCC(=O)OCC)s1	-0.162	0.3	i	-1.8%	-0.76	2.4	-0.0924	1448	-14.1	0.849	2.1	-31.4	0.5	-17.2	1086	-0.335	706	-8.9	-7.6%
COC(=O)c1cc(C(=O)N2CCN(c3cccc(C)c3C)CC2)cc([N+](=O)[O-])c1	0.00615	35.4*	i	-0.3%	-0.75	15.4*	0.372	1126	-47.9	-0.716	55.0*	5.8	90.8*	27.1	70*	-0.383	549	0.6	-4.6%
CCOC(=O)c1cnc(-n2nc(C)cc2C)nc1Nc1ccccc1OC	-0.385	9.9	i	0.8%	-0.35	4.0	-0.428	1341	·	0.681	2.6	7.8	-3.3	13.0	1043	-0.671	·	0.0	-4.8%
CCCS(=O)(=O)N1CCCC(C(=O)NCc2ccco2)C1 (stereo not drawn)	-0.231	0.4	i	0.2%	0.16	3.0	-0.198	1557	·	0.698	2.1	-5.8	0.7	2.1	1367	-0.0197	·	-1.8	-0.6%
O=C(Cn1nnc(-c2ccc(Cl)cc2)n1)NCC1CCCCC1	-0.218	7.9	i	-2.8%	·	2.1	-0.124	·	·	0.485	2.1	3.4	-1.5	-1.7	721	-0.571	·	-17.6	-5.7%
COc1ccc2oc(=O)c(C(=O)N3CCCc4ccccc43)cc2c1	-0.242	4.2	i	2.4%	·	1.8	0.241	·	2.8	0.175	2.0	3.0	-0.9	-3.8	1227	-0.255	720	-10.9	-4.4%
COc1cc(OC)c(OC)cc1/C=N/N(C)c1ccccc1	-0.233	9.3	i	-0.9%	-0.48	4.0	-0.501	1068	-11.6	0.636	3.5	-41.5	·	29.4	·	-0.549	762	28.4	-0.8%
Cc1nc2cc(NC(=O)NCCCO)ccc2o1	0.0235	6.7	i	0.0%	-0.67	4.4	0.956	1458	-4.7	-0.176	0.5	-6.8	1.4	-13.9	1029	1.25	693	-9.9	-5.2%
CSc1ccc(Cl)c(C(=O)OCC(=O)N(C)CCC#N)c1	-0.303	9.0	i	·	0.34	3.7	0.206	1328	26.2	-0.237	2.0	21.9	0.0	-0.2	1081	-0.134	671	6.6	-6.9%
Cc1occc1C(=O)Nc1cccc2ccccc12	-0.159	7.2	i	-4.4%	·	3.8	1.18	·	2.4	-1.66	3.5	10.5	6.6	49.0	350	1.63	730	64.2	-3.4%
Cc1cc(NC(=O)c2cncc(Br)c2)no1	-0.267	4.7	i	-1.3%	-0.64	5.3	-0.315	1424	·	0.608	1.5	4.0	-2.0	4.9	934	-0.326	·	8.8	-2.3%
CN1C(=O)c2cccc(NCCCN3C(=O)c4ccccc4C3=O)c2C1=O	-0.16	3.4	i	-2.0%	1.37	5.4	0.315	786	-27.3	-0.615	3.4	1.6	-4.2	-13.2	1149	0.0489	704	-3.1	-3.9%
CCOc1cnc(-c2ccc(OC)cc2)o1	-0.182	4.1	i	-2.3%	0.46	1.6	-0.0863	1548	·	-0.0235	1.6	-6.8	-2.8	7.3	1388	0.201	·	2.6	-8.8%
Cc1ccccc1CS(=O)(=O)c1snnc1C	-0.162	1.9	i	-0.9%	-0.21	2.0	-0.569	1551	·	0.925	1.0	3.9	-2.1	13.6	1381	-0.987	·	9.6	-5.8%
COc1cc(NC(=O)c2ccc3c(=O)n(Cc4ccco4)c(=S)[nH]c3c2)cc(OC)c1OC	-0.165	8.5	i	-0.6%	-0.67	1.6	-0.178	1317	·	0.554	1.3	-6.6	3.7	2.8	1403	-0.354	·	0.5	-0.5%
Cc1cc(C)c(C#N)c(OCC(=O)c2ccccc2)n1	-0.0915	7.1	i	-1.9%	-0.63	4.4	0.0966	1059	·	0.62	2.4	12.7	2.5	-7.7	1403	0.123	·	0.2	-2.4%
Cc1cc(C)c(S(=O)(=O)N2CCCOC2CNC(=O)C(=O)NCc2cccnc2)c(C)c1 (stereo not drawn)	-0.264	6.7	i	-0.4%	-0.83	1.2	-0.499	1558	3.8	0.367	3.0	-3.4	-4.0	-19.7	1127	-0.0636	691	5.3	0.9%
N#Cc1c(C(F)(F)F)cc(-c2ccccc2)nc1SCC(=O)N1CCOCC1	-0.0887	10.2	i	-0.9%	0.17	1.5	-0.42	1865	-9.3	0.641	1.8	-2.0	0.1	-21.3	1029	-1.08	562	-2.7	-5.1%
Cc1cccc(NC(=O)c2ccc3ccccc3n2)c1C	-0.231	3.0	i	1.0%	-0.58	3.2	-0.855	1406	·	-0.149	1.5	-0.7	-0.2	4.7	1406	0.0923	·	10.1	-4.3%
CC(C)(C)NC(=O)CCN(/N=C/c1ccc([N+](=O)[O-])o1)C1=NS(=O)(=O)c2ccccc21	1.79	13.3	i	-1.6%	0.07	3.7	0.177	1365	-0.4	-0.712	1.8	27.2	-0.6	-8.3	1107	-0.813	607	13.2	-6.2%
CCC(C)(C(=O)NC1CCCC1)N(C(=O)c1cnccn1)c1ccccc1 (stereo not drawn)	-0.282	11.7	i	0.0%	1.46	6.3	0.38	953	·	0.348	2.0	9.4	-1.7	2.7	1196	0.594	·	2.0	-3.2%
CC1CCN(c2oc(-c3ccccc3Cl)nc2C#N)CC1	-0.214	3.0	i	-1.1%	0.76	5.0	0.707	1180	·	0.185	2.5	-6.0	2.9	54.7	1181	0.281	·	17.7	-6.8%
COc1ccc(CCNC(=O)CCc2ccc(S(=O)(=O)NCC(C)C)cc2)cc1	-0.31	4.8	i	1.2%	0.3	2.6	0.0791	1319	-3.3	-0.266	3.2	-4.3	·	-2.5	·	-0.056	711	-11.0	-4.3%
Cc1ccccc1NC(=O)NCCN1C(=O)C2C3C=CC(C3)C2C1=O (stereo not drawn)	-0.252	6.3	·	·	-0.15	4.2	-0.259	1950	-13.0	0.367	2.6	·	0.3	12.9	1192	-0.93	686	3.7	-2.1%
O=C(CN1CCC(NC(=O)Cc2ccccc2)CC1)Nc1cccc2ccccc12	-0.178	8.3	i	-1.7%	-0.48	2.4	-0.00642	1294	·	1.31	1.6	15.9	-1.1	10.2	1375	-0.526	·	-0.1	-1.9%
CC(C)Oc1ccc2c(c1)OC(c1ccccc1)(C(F)(F)F)NC2=O (stereo not drawn)	-0.139	3.2	i	-3.0%	0.07	2.9	-0.177	1390	3.0	0.548	3.3	-6.0	-1.9	1.6	1054	-0.779	613	9.0	-1.2%
N#CC1=C(N)C(C#N)(C#N)C(c2cccnc2)C2CCCC=C12 (stereo not drawn)	-0.312	3.7	i	-2.6%	0.39	5.5	-0.454	1029	·	0.983	3.5	15.4	0.1	-1.5	1184	-0.908	·	-8.2	-6.9%
CCOC(=O)Cc1nn(Cc2ccccc2)c(=O)c2ccccc12	-0.306	6.8	i	-1.0%	-0.06	2.1	-0.118	1488	-5.4	0.812	1.0	-17.0	-2.1	-30.9	1043	-0.554	742	-8.7	-6.4%
Cc1nc2nc(CSc3nnc(C)s3)cc(=O)n2[nH]1	-0.164	10.1	i	-3.0%	·	5.1	0.227	·	8.2	-0.292	2.3	5.0	0.4	-2.0	1030	-0.165	658	5.2	-3.5%
COc1ccccc1NC(=S)NNC(=O)c1nn(C)cc1Cl	-0.223	6.0	i	-0.6%	0.1	1.8	0.379	1230	·	0.402	1.0	-31.3	-1.7	-2.9	766	0.196	·	-28.8	-0.6%
